From PubChem
N-glyco inh: increase of ERlucT glycosylation luciferase signal, primary screen, N-linked glycosylation inhibitor project, D54 ERlucT cells, luminescence, set 2 | D54 ERlucT glycosylation luciferase reporter, 24 h; percent of 100 nM tunicamycin response | reporter increase, % at 12.5 µM | 0.23% of 360,000 active | AID 588692, 2011;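 active = mean luciferase reporter signal, scaled so untreated is 0 and the glycosylation-blocking control 100, at or above a set limit in every replicate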;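 note: luciferase carries N-glycosylation sites so blocking glycosylation raises the light; 0% = median of neutral control wells and 100% = median of 100 nM tunicamycin wells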
Exocytosis inh: LAMP-1 surface exposure blockers, TALL-104 cells – cell-based, flow cytometry, MLPCN library, primary screen; TALL-104 LAMP-1 surface exposure; cells stimulated with thapsigargin and PMA; inhibition, % at 10 µM; 0.66% of 360,000 active; AID 651702, 2012;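 active = inhibition above about 55%, limit read from the data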
ABHD5-PLIN5 inh: ABHD5-PLIN5 interaction inhibitors, primary screen, cell lysate, split luciferase complementation, luminescence; Split G. princeps luciferase complementation, 4 h; inhibition, % at 4 µM; AID 602281, 2012; 0.78% of 360,000 active; Perilipin-5 (Homo sapiens) + 1-acylglycerol-3-phosphate O-acyltransferase ABHD5 (Homo …;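 active = inhibition above the mean inhibition across every tested compound plus 3 SD, cut at about 22% in these data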;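 note: 0% = DMSO only wells and the 100% control is not disclosed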
NOD2 RIPK2 PPI: NOD2-RIPK2 binding disruptors in cells, primary screen, fluorescence, CHO cells, BLA complementation; inhibition, % at 4.98 µM; Receptor-interacting serine/threonine-protein kinase 2 (Homo sapiens), O43353; 0.38% of 360,000 active; AID 624267, 2012; CCF4 ratio; in the data active = inhibition above about 21%;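 note: 0% = vehicle only and 100% = reference blocker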
TLR9-MyD88 inh: inhibitors of TLR9-MyD88 association in cells, primary screen, cell-based, CHO, BLA complementation, fluorescence; inhibition, % at 4.98 µM; 0.21% of 340,000 active; CCF4 FRET ratio; Toll-like receptor 9 (Homo sapiens) + Myeloid differentiation primary response protein …; AID 504734, 2011;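 active = inhibition above the mean over all tested compounds plus 3 SD, cut at about 21% in these data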;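 note: 0% = DMSO only wells and 100% = clavulanate BLA inhibitor control wells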
Target sequence (Q99836 whole entry, looked up): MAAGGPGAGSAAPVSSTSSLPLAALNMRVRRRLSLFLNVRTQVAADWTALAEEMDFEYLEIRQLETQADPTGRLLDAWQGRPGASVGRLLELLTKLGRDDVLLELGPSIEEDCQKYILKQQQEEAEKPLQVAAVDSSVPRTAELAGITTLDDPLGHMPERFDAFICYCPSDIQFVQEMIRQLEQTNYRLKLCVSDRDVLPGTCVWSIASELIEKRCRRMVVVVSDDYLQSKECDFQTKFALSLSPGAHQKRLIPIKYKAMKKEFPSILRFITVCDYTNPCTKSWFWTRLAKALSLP
Target sequence (Q9NR96 whole entry, looked up): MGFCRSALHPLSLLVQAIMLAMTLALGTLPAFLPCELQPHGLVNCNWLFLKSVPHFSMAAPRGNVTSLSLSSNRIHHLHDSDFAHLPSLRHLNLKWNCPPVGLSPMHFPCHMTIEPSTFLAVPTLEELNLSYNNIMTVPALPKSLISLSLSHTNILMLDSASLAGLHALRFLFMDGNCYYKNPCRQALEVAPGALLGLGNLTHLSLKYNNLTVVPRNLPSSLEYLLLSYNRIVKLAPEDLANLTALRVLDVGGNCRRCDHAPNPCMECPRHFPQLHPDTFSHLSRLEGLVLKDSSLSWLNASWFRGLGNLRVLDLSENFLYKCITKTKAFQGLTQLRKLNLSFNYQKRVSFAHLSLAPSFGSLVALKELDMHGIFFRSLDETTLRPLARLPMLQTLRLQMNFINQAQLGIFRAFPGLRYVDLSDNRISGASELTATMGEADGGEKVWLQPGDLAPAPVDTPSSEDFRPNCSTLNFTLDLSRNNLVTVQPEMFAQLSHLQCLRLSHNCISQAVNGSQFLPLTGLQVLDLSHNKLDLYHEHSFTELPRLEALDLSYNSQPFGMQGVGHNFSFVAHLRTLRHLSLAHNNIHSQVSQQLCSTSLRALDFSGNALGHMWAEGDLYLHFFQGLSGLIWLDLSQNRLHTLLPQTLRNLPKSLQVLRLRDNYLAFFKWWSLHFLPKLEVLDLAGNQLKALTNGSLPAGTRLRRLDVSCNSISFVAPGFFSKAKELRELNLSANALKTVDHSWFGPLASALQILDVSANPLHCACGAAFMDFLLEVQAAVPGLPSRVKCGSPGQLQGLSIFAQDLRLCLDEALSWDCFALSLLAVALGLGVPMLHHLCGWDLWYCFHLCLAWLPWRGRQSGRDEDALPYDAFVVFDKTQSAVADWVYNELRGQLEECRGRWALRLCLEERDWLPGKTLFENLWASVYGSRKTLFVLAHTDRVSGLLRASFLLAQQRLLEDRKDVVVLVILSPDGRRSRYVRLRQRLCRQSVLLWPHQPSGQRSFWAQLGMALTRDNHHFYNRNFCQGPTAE
MC4R antagonist: MC4R antagonists of cAMP signaling, primary screen, cell-based, TR-FRET, antagonist arm of biased-ligand search; AID 540295, 2011; MC4R-expressing cells, MTII-stimulated cAMP, LANCE TR-FRET; inhibition, % at 6.5 µM; Melanocortin receptor 4 (Homo sapiens), P32245; 0.48% of 360,000 active;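 active = inhibition above its plate's cutoff, the mean of tested wells on that plate plus 3 SD, cut at about 29% in these data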;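 note: 0% = Melanotan II alone and 100% = Melanotan II plus saturating MCL0020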
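Assay system: U2OS cells stably expressing human melanocortin 4 receptor (MC4R) / Dosing: 6.5 µM / Timing: compound 30 min, challenge 1 h, detection 1 h / Measured by: Eu-cAMP/anti-cAMP TR-FRET, emission 671 nm / Replicates: singlicate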
MC4R ag barr: MC4R agonists recruiting beta-arrestin, primary screen, cell-based, luminescence, agonist arm of biased-ligand search; activation, % at 8.9 µM; U2OS MC4R beta-arrestin complementation; percent of melanotan II response, DMSO zero; 0.98% of 360,000 active;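 active = activation above a per-plate cutoff, the mean activation of sample wells on that plate plus 3 SD, cut at about 8% in these data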
aDG glyco act: activators of alpha-DG glycosylation, primary screen, uHTS, Pro5-aDG cells, AlphaScreen | AID 624168, 2012 | alpha-DG glycosylation AlphaScreen (IIH6); 0% Pro5, 100% B10-LARGE cell signal | activation, % at 10 µM | 0.22% of 360,000 active;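 active = activation of at least 8% versus controls, or a plate z-score of at least 8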;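 note: Pro5 are CHO cells carrying HIG-tagged alpha-DG that lacks glycosylation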
ABCB6 inh MLPCN: ABCB6 transporter inhibitors, primary screen, K562-ABCB6 cells, flow cytometry, MLPCN library; fluorescence ratio to DMSO, % at 10 µM; K562-ABCB6 porphyrin accumulation, 1 h; stronger effect = lower value; AID 602162, 2011; 0.19% of 360,000 active; ATP-binding cassette sub-family B member 6 (Homo sapiens), Q9NP58;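 active = fluorescence ratio to DMSO below 75%, the collection mean minus 3 SD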;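 note: signal is porphyrin accumulated inside mitochondria; 100% equals median channel fluorescence of DMSO control wells; lower ratio means ABCB6 inhibition with less porphyrin fluorescence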
Vif inh: HIV Vif self-association inhibitors, primary screen, imaging, HEK293T, single point | HEK293T cells, Vif self-association by quenched fluorescence, 24 h | inhibition, % at 7.49 µM | 0.35% of 340,000 active | AID 602346, 2012; in the data active = inhibition above about 50%, passing the limit was not always enough; note: some results filed as inactive read as strong as hits
* = called active by the depositor.

Results for CN1C2=NCCN2C(=O)c2cc(Cl)ccc21 ?
N-glyco inh: 4; Exocytosis inh: -6; ABHD5-PLIN5 inh: 0; NOD2 RIPK2 PPI: -6; TLR9-MyD88 inh: 0; MC4R antagonist: 7; MC4R ag barr: -0.8; aDG glyco act: 0.1; ABCB6 inh MLPCN: 99; Vif inh: -1

What do the screens show for `O=C(NCCCO)c1cc2c([nH]c3ccccc32)c(-c2ccccc2)n1`?
N-glyco inh: 12; Exocytosis inh: 43; ABHD5-PLIN5 inh: -10; NOD2 RIPK2 PPI: -7; TLR9-MyD88 inh: -19; MC4R antagonist: 6; MC4R ag barr: -0.1; aDG glyco act: -0.2; ABCB6 inh MLPCN: 98; Vif inh: -14

How did COc1cccc(NC(=O)Nc2ccc3c(c2)OCO3)c1 do in these assays?
N-glyco inh: -7; Exocytosis inh: 4; ABHD5-PLIN5 inh: 2; NOD2 RIPK2 PPI: 0; TLR9-MyD88 inh: 10; MC4R antagonist: 3; MC4R ag barr: 0.0; aDG glyco act: -0.1; ABCB6 inh MLPCN: 99; Vif inh: -1

How did Cc1ccc(C23CC4CC(CC(C(=O)OCC(=O)NC5CCS(=O)(=O)C5)(C4)C2)C3)cc1 (configuration not stated) do in these assays?
N-glyco inh: 2; Exocytosis inh: -2; ABHD5-PLIN5 inh: -4; NOD2 RIPK2 PPI: -10; TLR9-MyD88 inh: -7; MC4R antagonist: -2; MC4R ag barr: -0.4; aDG glyco act: 0.0; ABCB6 inh MLPCN: 88; Vif inh: -7

What do the screens show for `Cc1ccc(O)c(CNc2nccs2)c1`?
N-glyco inh: 1; Exocytosis inh: 4; ABHD5-PLIN5 inh: 8; NOD2 RIPK2 PPI: 0; TLR9-MyD88 inh: 4; MC4R antagonist: 10; MC4R ag barr: -0.2; aDG glyco act: -0.1; ABCB6 inh MLPCN: 109; Vif inh: 0

What do the screens show for `CC(C)CC(=O)Nc1ccccc1N1CCN(c2ccccc2)CC1`?
N-glyco inh: -2; Exocytosis inh: -2; ABHD5-PLIN5 inh: -5; NOD2 RIPK2 PPI: -6; TLR9-MyD88 inh: 3; MC4R antagonist: -2; MC4R ag barr: -0.2; aDG glyco act: 0.2; ABCB6 inh MLPCN: 93; Vif inh: -6

How did CCC(C)n1c(SCC(=O)/C(C#N)=C(\C)N)nc2ccccc2c1=O (configuration not stated) do in these assays?
N-glyco inh: 8; Exocytosis inh: -2; ABHD5-PLIN5 inh: 6; NOD2 RIPK2 PPI: -1; TLR9-MyD88 inh: 1; MC4R antagonist: -14; MC4R ag barr: -2.3; aDG glyco act: -0.1; ABCB6 inh MLPCN: 95; Vif inh: -1

How did COc1cccc(NC(=O)CN(C)C(=O)c2cc(C3CC3)nn2-c2ccccc2)c1 do in these assays?
N-glyco inh: 0; Exocytosis inh: 14; ABHD5-PLIN5 inh: -8; NOD2 RIPK2 PPI: -6; TLR9-MyD88 inh: -4; MC4R antagonist: 11; MC4R ag barr: 0.5; aDG glyco act: 0.3; ABCB6 inh MLPCN: 96; Vif inh: -1

How did COc1cc(NC(=O)C(Cc2ccccc2)n2cccc2)cc(OC)c1 (configuration not stated) do in these assays?
N-glyco inh: -2; Exocytosis inh: 4; ABHD5-PLIN5 inh: 6; NOD2 RIPK2 PPI: -21; TLR9-MyD88 inh: 3; MC4R antagonist: -8; MC4R ag barr: 4.3; aDG glyco act: 0.1; ABCB6 inh MLPCN: 103; Vif inh: 4

How did COC(=O)C1=NN(C(=O)c2cccc(Cl)c2)C(O)(C(C)(C)C)C1 (configuration not stated) do in these assays?
N-glyco inh: 0; Exocytosis inh: 3; ABHD5-PLIN5 inh: -1; NOD2 RIPK2 PPI: -5; TLR9-MyD88 inh: -6; MC4R antagonist: 20; MC4R ag barr: 0.1; aDG glyco act: 0.3; ABCB6 inh MLPCN: 102; Vif inh: 1

What do the screens show for `CC(=O)NC(=S)Nc1ccccc1N1CCCCC1`?
N-glyco inh: 2; Exocytosis inh: -1; ABHD5-PLIN5 inh: -3; NOD2 RIPK2 PPI: -2; TLR9-MyD88 inh: -9; MC4R antagonist: 4; MC4R ag barr: -0.6; aDG glyco act: 1.3; ABCB6 inh MLPCN: 103; Vif inh: 0

Results for COc1ccc(Cc2nc3ccc(C(=O)NC(C)c4cn(C)nc4C)cc3o2)cc1 (configuration not stated) ?
N-glyco inh: 1; Exocytosis inh: -1; ABHD5-PLIN5 inh: 17; NOD2 RIPK2 PPI: -6; TLR9-MyD88 inh: -3; MC4R antagonist: 7; MC4R ag barr: -3.1; aDG glyco act: -0.1; ABCB6 inh MLPCN: 93; Vif inh: -2

Results for C=CCNC(=S)NN=C1CCCCCCC1 ?
N-glyco inh: -1; Exocytosis inh: 3; ABHD5-PLIN5 inh: -3; NOD2 RIPK2 PPI: -3; TLR9-MyD88 inh: -10; MC4R antagonist: 8; MC4R ag barr: -0.4; aDG glyco act: 0.7; ABCB6 inh MLPCN: 103; Vif inh: -5

What do the screens show for `O=C(NCCN1CCN(c2ccccc2F)CC1)c1cccn2c(=O)c3ccccc3nc12`?
N-glyco inh: 5; Exocytosis inh: 8; ABHD5-PLIN5 inh: 16; NOD2 RIPK2 PPI: 2; TLR9-MyD88 inh: -12; MC4R antagonist: -6; MC4R ag barr: 2.8; aDG glyco act: -0.4; ABCB6 inh MLPCN: 98; Vif inh: -8

Results for O=C(CS(=O)(=O)Cc1ccccc1)NCc1ccco1 ?
N-glyco inh: 0; Exocytosis inh: 2; ABHD5-PLIN5 inh: 3; NOD2 RIPK2 PPI: -7; TLR9-MyD88 inh: -6; MC4R antagonist: 0; MC4R ag barr: -0.7; aDG glyco act: 0.2; ABCB6 inh MLPCN: 107; Vif inh: -1

What do the screens show for `COC(=O)[C@@]12C[C@@H](CC(=O)NCC34CC5CC(CC(C5)C3)C4)C(=O)N(Cc3ccc4c(c3)OCO4)C1=CCC(C)(C)C2`?
Exocytosis inh: -2; ABHD5-PLIN5 inh: -9; NOD2 RIPK2 PPI: 2; aDG glyco act: 0.0

How did O=C(CN1C(=O)NC(Cc2ccccc2)C1=O)Nc1ccccc1OC(F)F (configuration not stated) do in these assays?
N-glyco inh: 0; Exocytosis inh: -2; ABHD5-PLIN5 inh: -4; NOD2 RIPK2 PPI: -1; TLR9-MyD88 inh: -1; MC4R antagonist: -6; MC4R ag barr: -0.8; aDG glyco act: 0.1; ABCB6 inh MLPCN: 91; Vif inh: 5

What do the screens show for `Cc1cnc(NC(=O)c2ccc3c(c2)C(=O)N(Cc2ccco2)C3=O)s1`?
N-glyco inh: -4; Exocytosis inh: 10; ABHD5-PLIN5 inh: 0; NOD2 RIPK2 PPI: -4; TLR9-MyD88 inh: -3; MC4R antagonist: -2; MC4R ag barr: 0.0; aDG glyco act: -0.1; ABCB6 inh MLPCN: 103; Vif inh: -2

What do the screens show for `Cc1ccc(-n2c(SCc3ccc(C#N)cc3)nnc2-c2ccccn2)cc1`?
N-glyco inh: -6; Exocytosis inh: -4; ABHD5-PLIN5 inh: -3; NOD2 RIPK2 PPI: -7; TLR9-MyD88 inh: -5; MC4R antagonist: -2; MC4R ag barr: 0.5; aDG glyco act: 0.1; ABCB6 inh MLPCN: 92; Vif inh: -7

What do the screens show for `O=C(Nc1ccccc1F)Nc1cc(Cl)ccc1-n1cncn1`?
N-glyco inh: -3; Exocytosis inh: -10; ABHD5-PLIN5 inh: -5; NOD2 RIPK2 PPI: -3; TLR9-MyD88 inh: 3; MC4R antagonist: 5; MC4R ag barr: 0.1; aDG glyco act: -0.1; ABCB6 inh MLPCN: 95; Vif inh: -2

Reprinted at random: two compounds from above
How did Cc1ccc(C23CC4CC(CC(C(=O)OCC(=O)NC5CCS(=O)(=O)C5)(C4)C2)C3)cc1 (configuration not stated) do in these assays?
N-glyco inh: 2; Exocytosis inh: -2; ABHD5-PLIN5 inh: -4; NOD2 RIPK2 PPI: -10; TLR9-MyD88 inh: -7; MC4R antagonist: -2; MC4R ag barr: -0.4; aDG glyco act: 0.0; ABCB6 inh MLPCN: 88; Vif inh: -7

What do the screens show for `Cc1ccc(O)c(CNc2nccs2)c1`?
N-glyco inh: 1; Exocytosis inh: 4; ABHD5-PLIN5 inh: 8; NOD2 RIPK2 PPI: 0; TLR9-MyD88 inh: 4; MC4R antagonist: 10; MC4R ag barr: -0.2; aDG glyco act: -0.1; ABCB6 inh MLPCN: 109; Vif inh: 0

Other results follow.
How did COc1ccc(C2CC(c3ccccc3F)=NN2c2ccc(S(N)(=O)=O)cc2)cc1 (configuration not stated) do in these assays?
N-glyco inh: -3; Exocytosis inh: 0; ABHD5-PLIN5 inh: 0; NOD2 RIPK2 PPI: -25; TLR9-MyD88 inh: -56; MC4R antagonist: 2; MC4R ag barr: 1.4; aDG glyco act: 1.7; ABCB6 inh MLPCN: 101; Vif inh: 11

Results for CCOC(=O)CC(=O)Nc1ccn[nH]1 ?
N-glyco inh: 1; Exocytosis inh: 1; ABHD5-PLIN5 inh: -5; NOD2 RIPK2 PPI: -16; TLR9-MyD88 inh: 5; MC4R antagonist: 5; MC4R ag barr: -1.1; aDG glyco act: 0.0; ABCB6 inh MLPCN: 98; Vif inh: -8

How did CC(=O)OCc1c(-c2ccccc2)c2cc([N+](=O)[O-])ccc2n1C do in these assays?
N-glyco inh: 2; Exocytosis inh: 26; ABHD5-PLIN5 inh: -1; NOD2 RIPK2 PPI: 5; TLR9-MyD88 inh: 5; MC4R antagonist: 9; MC4R ag barr: -0.4; aDG glyco act: -0.1; ABCB6 inh MLPCN: 89; Vif inh: -9

What do the screens show for `O=C(Nc1ncnc2sc3c(c12)CCCCC3)c1ccc(F)cc1`?
N-glyco inh: 2; Exocytosis inh: 1; ABHD5-PLIN5 inh: -6; NOD2 RIPK2 PPI: -7; TLR9-MyD88 inh: 2; MC4R antagonist: 17; MC4R ag barr: 3.7; aDG glyco act: 0.0; ABCB6 inh MLPCN: 92; Vif inh: -11

What do the screens show for `Fc1ccc(NC2=NCCCCC2)cc1`?
N-glyco inh: 2; Exocytosis inh: -1; ABHD5-PLIN5 inh: 4; NOD2 RIPK2 PPI: -4; TLR9-MyD88 inh: 10; MC4R antagonist: -3; MC4R ag barr: 0.3; aDG glyco act: 0.2; ABCB6 inh MLPCN: 99; Vif inh: -1

Only part of the results is shown, so the mix of outcomes need not match the whole.
